# STK33 kinase inh = inhibitors of purified STK33 kinase, primary screen, biochemical, ADP-Glo luminescence, homogeneous, cell-free | inhibition, % at 10 µM | Serine/threonine-protein kinase 33 (Homo sapiens), Q9BYT3 | 0.073% of 320,000 active | MBP phosphorylation;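 active means inhibition at or above 25%, using the most active replicate where run in duplicate; inactive means inhibition below 25%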
# Target sequence (Q9BYT3 whole entry, looked up): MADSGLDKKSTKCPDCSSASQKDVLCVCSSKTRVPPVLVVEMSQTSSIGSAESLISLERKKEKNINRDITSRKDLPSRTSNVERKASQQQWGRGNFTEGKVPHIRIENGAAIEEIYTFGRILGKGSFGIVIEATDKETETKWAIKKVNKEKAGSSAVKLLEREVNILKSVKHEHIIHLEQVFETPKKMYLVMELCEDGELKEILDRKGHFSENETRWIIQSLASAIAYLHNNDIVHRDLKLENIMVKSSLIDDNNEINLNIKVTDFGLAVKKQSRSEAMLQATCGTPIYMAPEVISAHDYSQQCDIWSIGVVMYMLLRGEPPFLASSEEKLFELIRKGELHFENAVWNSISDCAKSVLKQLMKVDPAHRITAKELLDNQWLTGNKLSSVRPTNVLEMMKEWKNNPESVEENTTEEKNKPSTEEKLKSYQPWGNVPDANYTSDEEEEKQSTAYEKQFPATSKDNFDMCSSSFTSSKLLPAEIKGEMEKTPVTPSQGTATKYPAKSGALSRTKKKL
# OX1R antag = antagonists of human orexin 1 receptor (OX1R); Orexin/Hypocretin receptor type 1 (Homo sapiens), O43613; 1.8% of 330,000 active; OX1R-expressing cells, FRET antagonist read-out; inhibition, % at 6.6 µM; in the data active means inhibition mostly above about 38%, no sharp cut-off; inactive means mostly below about 40%;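 further: 0% = agonist challenge alone and 100% = reference antagonist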
# Target sequence (O43613 whole entry, looked up): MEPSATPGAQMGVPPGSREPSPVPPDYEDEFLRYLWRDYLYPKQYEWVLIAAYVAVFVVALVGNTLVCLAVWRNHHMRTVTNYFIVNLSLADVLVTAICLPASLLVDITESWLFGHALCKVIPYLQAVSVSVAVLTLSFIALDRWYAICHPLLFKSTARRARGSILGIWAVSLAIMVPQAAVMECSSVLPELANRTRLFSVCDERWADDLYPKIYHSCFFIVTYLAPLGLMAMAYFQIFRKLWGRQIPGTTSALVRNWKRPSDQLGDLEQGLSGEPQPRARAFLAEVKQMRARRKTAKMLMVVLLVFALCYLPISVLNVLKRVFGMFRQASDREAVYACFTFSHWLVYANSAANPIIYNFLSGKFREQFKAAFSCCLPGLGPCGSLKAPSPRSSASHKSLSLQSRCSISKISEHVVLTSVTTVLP
# Starred values were filed as active, the others as inactive; . = no result given. Not a hit list; 1.8% or so of the library scored in one or more.
# The line under a structure holds: STK33 kinase inh | OX1R antag
Cc1ccc2nc(-c3ccccn3)oc2c1
    0.1 | 22.7
COc1cc(NC(=O)CC(C)C)ccc1NC(=O)c1ccco1
    0.1 | 4.2
CCc1ccc(NC(=O)Nc2cnccn2)cc1
    -0.1 | 12.6
C=CCSc1nnc(NC(=O)CSc2nc(CCC)cc(=O)[nH]2)s1
    0.0 | 26.9
O=C(c1ccccc1-c1ccccc1)N1CCCCC1
    -1.6 | 17.1
OC(COCc1ccc2c(c1)OCO2)CN1CCCCC1 (stereo not drawn)
    -1.4 | 9.7
CC1CCN(S(=O)(=O)c2ccc(Cl)s2)CC1
    . | 2.6
Cc1ccc(-c2nc3ccccc3[nH]2)cc1NC(=S)NC(=O)c1ccccc1Br
    0.2 | 86.8*
O=C(Cc1ccc(S(=O)(=O)N2CCCCC2)s1)Nc1ccc(F)c(F)c1
    -1.9 | 1.4
CC[C@]12c3[nH]c4cc(CCC(=O)N(C)C)ccc4c3CCN1C(=O)[C@@H](CC(=O)NC(C)(C)C)C[C@@H]2C(=O)N1CCN(C(=O)c2ccco2)CC1
    . | 2.4
Cc1ccc2c(c1)c(C)c(C)n2CC(O)CN1CCOCC1 (stereo not drawn)
    -0.5 | 9.1
CCOC(=O)CN(C(=O)CSc1nnc(CNc2ccc(F)cc2)n1CC)c1ccc(F)cc1
    0.5 | 2.8
Cc1nn(Cc2ccc([N+](=O)[O-])cc2)c(=O)n1-c1ccccc1Cl
    -0.2 | 10.6
CC(NC(=O)c1ccco1)c1nc(-c2ccccc2Cl)no1 (stereo not drawn)
    3.5 | 29.8
Cc1onc(C(=O)NN)c1-c1csc(COc2ccc(Cl)cc2)n1
    -1.3 | 4.2
O=C(Nc1ccc(Cl)cc1)C1CCCC1
    -0.4 | .
O=C(CC(c1ccco1)S(=O)(=O)c1ccccc1)c1ccccc1 (stereo not drawn)
    -1.5 | -17.0
FC(F)(F)c1ccc(-n2cnc3ccccc32)nc1
    -0.7 | 26.5
CCOC(=O)c1c(NC(=O)COc2ccccc2F)sc2c1CC(C)(C)NC2(C)C
    -1.5 | 11.6
Cc1nc2ccccc2c(=O)n1NC(=O)/C=C/c1ccccc1Cl
    -1.5 | 9.0
CC(=NCc1ccco1)c1c(O)n(C2CCCCC2)c(=O)[nH]c1=O
    1.0 | 15.4
COc1ccc(C)cc1N1CC(C(=O)Nc2ccccc2C(=O)NC2CC2)CC1=O (stereo not drawn)
    -0.8 | 4.0
Cc1csc(Nc2nc(N)c(C(=O)Nc3ccccc3)o2)n1
    5.0 | 10.6
Cc1ccc2nc(SCC(=O)NCc3ccccc3Cl)nc(=O)n2c1
    . | 8.6
O=[N+]([O-])c1ccc(O)c(/C=N/Nc2nc3ccccc3[nH]2)c1
    2.8 | 8.6
COC(=O)CC(=O)CSc1nc(C)cc(C)c1C#N
    -0.2 | 8.5
Cc1cc(C(=O)NCC(=O)OC(C)C(=O)N2CCOCC2)ccc1[N+](=O)[O-] (stereo not drawn)
    -0.5 | 3.6
Cc1cccn2c(=O)c(/C=N/O)c(NCc3ccccc3)nc12
    0.4 | 8.7
O=C(c1ccc(NC(=S)Nc2ccc(Cl)c(Cl)c2)cc1)N1CCCC1
    0.5 | 17.6
COc1ccccc1NC(=O)N(Cc1ccco1)Cc1cc2ccc(C)c(C)c2[nH]c1=O
    0.4 | 24.0
OC1(c2ccc(Cl)c(Cl)c2)C[n+]2ccccc2N1Cc1ccccc1 (stereo not drawn)
    0.5 | 8.8
COc1cc(S(=O)(=O)NCCN2CCOCC2)c(OC)cc1Cl
    0.4 | 12.1
CCOC(=O)c1cnc2ccc(F)cc2c1Nc1ccc2c(c1)OCCO2
    1.1 | 31.0
COCCn1c(SCC(=O)NCCc2ccccc2)nnc1-c1ccco1
    -0.2 | 6.1
OCC[C@@H]1C[C@@H](O)[C@H](O)[C@]2(CCCCO2)O1
    -0.4 | 6.6
CCCCN1C(=O)C(=O)N(CC(=O)c2ccc[nH]2)C1=O
    -1.1 | 8.3
OC(c1ccc(OCc2ccccc2)cc1)c1nnc(-c2ccccc2)o1 (stereo not drawn)
    1.4 | 13.3
COc1cccc(CN(C(=O)COc2ccc(Cl)cc2)C2CCS(=O)(=O)C2)c1 (stereo not drawn)
    -2.3 | 17.1
CCN1CCCC(NC(=O)c2scc3c2CCCC3)C1 (stereo not drawn)
    -0.1 | 14.8
COc1ccc(C2(C(=O)NCc3ccco3)CCCC2)cc1OC
    0.1 | 30.9
COC(=O)c1ccc(NC(=S)N2CCN(Cc3ccccc3Cl)CC2)cc1
    0.6 | -3.3
COc1ccccc1C(=O)NCCCNC(=O)c1cnccn1
    0.3 | 9.2
CCOC(=O)C1=C(c2ccccc2)OC(N)=C(C#N)C1c1ccco1 (stereo not drawn)
    0.6 | 11.0
COC(=O)c1c(C)nc(C)c(C(=O)OC)c1-c1ccc(OC)cc1
    -0.5 | 7.3
CC1CCCCN1C(=O)CCC(=O)Nc1nnc(C(F)(F)F)s1 (stereo not drawn)
    0.9 | 8.0
O=C(COC(=O)c1ccccc1Cl)Nc1nccs1
    -0.2 | 8.9
C=CCn1c(COc2ccccc2F)nnc1SCC(=O)Nc1cc(C)on1
    0.0 | 14.4
Cc1nc(C)c(C(=O)Nc2ccc(C)c(F)c2)o1
    -0.2 | 9.3
COc1ccc(NC(=O)C(NC(=O)c2ccccc2)C(C)C)cc1 (stereo not drawn)
    -0.4 | 4.3
NC(=O)c1c(NC(=S)Nc2ccc(F)cc2)sc2c1CCCC2
    -0.5 | 14.8
CC1CCc2nc3ccc(S(=O)(=O)N4CCC(C(=O)NC(C)c5ccccc5)CC4)cc3c(C(=O)O)c2C1 (stereo not drawn)
    0.7 | 6.5
Cc1cc(NC(=O)c2cc(-c3cccc(Cl)c3)on2)no1
    -0.5 | 19.3
Cc1ccc(NC(=O)CSc2nnc(Cc3ccccc3)o2)c(C)c1
    -0.1 | 2.3
O=C(Nc1ccc2c(c1)OCO2)N1CCN(C(=O)C2CCCO2)CC1 (stereo not drawn)
    -5.5 | 4.5
Cc1ccc(C(=O)NCc2ccncc2)cc1S(=O)(=O)N1CCCCC1
    -1.5 | 5.6
CCCNS(=O)(=O)c1ccc(N2CCCC2=O)c([N+](=O)[O-])c1
    -0.8 | 28.8
CCOC(=O)/C=C/[C@H]1CCc2cccc(C)c2O1
    -0.9 | 1.7
CSc1nc(-c2ccco2)nn1C(=O)c1ccc(C)cc1
    -1.6 | 13.0
CCc1ccc(/C=C2\Oc3c(ccc(O)c3CN3CCN(C)CC3)C2=O)cc1
    9.2 | 9.6
CC(=O)Nc1cccc(OCC(=O)NS(=O)(=O)c2ccc(C)cc2)c1
    2.9 | 5.2

# Full records from above. Screens in order: STK33 kinase inh, OX1R antag
# CCCNS(=O)(=O)c1ccc(N2CCCC2=O)c([N+](=O)[O-])c1 across the screens: -0.8, 28.8
# C=CCn1c(COc2ccccc2F)nnc1SCC(=O)Nc1cc(C)on1 across the screens: 0.0, 14.4

# New compounds follow
# The line under a structure holds: STK33 kinase inh | OX1R antag
COc1cc(C(=O)OCc2cc3ccccc3[nH]c2=O)cc(OC)c1OC
    -0.5 | -4.7
COc1ccc(C(CNC(=O)C(C)(C)Oc2ccc(Cl)cc2)N2CCCCC2)cc1 (stereo not drawn)
    -1.1 | 2.4
Cc1ccc(Cn2c(=O)n(Cc3ccco3)c(=O)c3ccccc32)cc1
    0.7 | 35.2
CCn1cc(/C=N\NC(=O)c2ccccc2Cl)cn1
    -0.4 | 5.2
O=C(NCCN=C1NS(=O)(=O)c2ccccc21)c1ccco1
    -2.8 | 5.0
CC(=O)Nc1ccc(NC(=O)COC(=O)c2ccccc2SCC(=O)N2CCCC2)cc1
    -2.0 | 10.3
CC(NC(=O)Nc1ccc([N+](=O)[O-])cc1)C(c1ccccc1)N1CCOCC1 (stereo not drawn)
    -0.3 | -2.6
N#Cc1ccccc1Cn1cc(/C=C/[N+](=O)[O-])c2ccccc21
    0.0 | 15.3
CSc1ccccc1C(=O)N(C)Cc1ccccc1
    0.1 | 7.3
CC(OC(=O)c1cc(O)c2ccccc2c1O)C(=O)Nc1ccc(C(N)=O)cc1 (stereo not drawn)
    9.1 | 21.2
Nc1nc(COc2ccccc2)cs1
    -1.1 | 19.2
O=C(Nc1cccc(C(F)(F)F)c1)c1cccnc1NCCO
    0.9 | 11.4
CCC(=O)c1coc2ccc(O)cc12
    -2.1 | 8.7
O=C(Cc1ccccc1F)N1CCN(S(=O)(=O)c2ccc(Cl)cc2)CC1
    1.2 | 8.4
Cc1ccccc1NC(C)C(=O)N/N=C/c1c[nH]c2ccccc12 (stereo not drawn)
    0.6 | 52.4
COc1cc(CC(=O)OCC(=O)Nc2ccc(N3CCOCC3)cc2)cc(OC)c1OC
    -0.3 | 17.3
Cc1nc2ccc(S(=O)(=O)NCC(=O)NCCN3CCCCC3C)cc2s1 (stereo not drawn)
    -1.5 | 7.8
O=C1CCc2cc(NS(=O)(=O)c3ccc(Cl)cc3)cc3c2N1CC3
    11.9 | 17.3
O=C(NC1CCCc2ccccc21)c1cccc(S(=O)(=O)N2CCN(c3ccccc3)CC2)c1 (stereo not drawn)
    9.4 | 4.4
Cn1cc(CCC(=O)NC2CC2)c2ccccc21
    -0.8 | -2.1
O=C(COC(=O)c1cccnc1)Nc1cccc(Cl)c1
    -3.6 | 0.9
CCOc1ccc(N(CC(=O)Nc2ccc(F)c(F)c2)S(=O)(=O)c2c(C)noc2C)cc1
    -3.6 | 17.9
CC(=O)OC1CC2(C)/C(=N\O)CCC2C2CCc3cc(O)ccc3C12 (stereo not drawn)
    -0.6 | .
Cc1cc(C)cc(NC(=O)CCN2CC(C)OC(C)C2)c1 (stereo not drawn)
    -2.5 | 17.4
CCN(C(=O)COC(=O)c1cc2ccccc2cc1O)C1CCS(=O)(=O)C1 (stereo not drawn)
    -0.8 | 24.6
COC(=O)/C(=C\c1ccc2c(c1)c1ccccc1n2C)NC(=O)c1ccccc1
    -0.2 | 63.3
O=Cc1ccccc1-n1cccn1
    -0.4 | 0.2
COc1ccc(-c2noc(N3CCC(C(=O)Nc4ccc(F)cc4F)CC3)n2)cc1
    -1.1 | 12.3
Cc1cccc(-n2c(=O)[nH]c3c(C(N)=O)nc(-c4ccccc4Cl)nc32)c1
    -1.3 | 0.1
CC(=O)N1CCN(CC(=O)NC(=O)Nc2ccc3c(c2)OCCO3)CC1
    0.2 | 6.1
CCOc1ccc(C2C(C(=O)c3ccco3)=C(O)C(=O)N2CCN2CCOCC2)cc1OCC (stereo not drawn)
    -0.4 | 15.1
CN(C)N1C(=O)CC(N2CCCCC2)C1=O (stereo not drawn)
    -0.7 | 10.8
O=C(Nc1nnc(COc2ccc(F)cc2)s1)Nc1ccccc1F
    -0.7 | 25.4
CCCNS(=O)(=O)c1ccc(CCC(=O)N2CCC(C)CC2)cc1
    -0.7 | 11.1
CCCc1c(C)c2c(C)[nH]nc2oc1=O
    0.1 | 5.6
NS(=O)(=O)c1ccc(CCNC(=O)COC(=O)Cc2c(F)cccc2Cl)cc1
    1.1 | 19.8
CCOC(CNC(=O)c1ccc2c(c1)ncn2-c1cccc(F)c1)OCC
    0.5 | 26.3
CCOC(CCn1c(SCC(=O)NC2CCCC2)nc2ccccc2c1=O)OCC
    -1.4 | 30.4
O=C(NC1CC1)C1CCN(S(=O)(=O)c2ccc(Cl)c([N+](=O)[O-])c2)CC1
    -1.4 | 27.3
COc1cccc2cc(/C(C)=N/NC(=O)c3ccco3)oc12
    0.5 | 12.0
CCOC(=O)c1cnc(-c2cccc(OC)c2)[nH]c1=O
    -0.6 | 22.6
CSc1ccccc1NC(=O)CN(c1cc(C)cc(C)c1)S(C)(=O)=O
    -0.3 | 35.4
O=C(CSc1nnc(CNC(=O)c2cccs2)o1)Nc1ccc(Br)cc1
    -1.3 | 1.3
CSc1ccc(/C=C(\NC(=O)c2ccco2)C(=O)N2CCCCC2)cc1
    0.8 | .
CCCCCN1C(C)=CC(=C(C#N)C#N)C=C1C
    -0.9 | 22.0
c1ccc(-c2nn3c(-c4ccccc4)nnc3s2)cc1
    -0.2 | 17.6
Cc1csc(/C(=N/OC(=O)c2ccco2)C(N)=O)n1
    -1.4 | 5.0
C=CCn1cc(C(=O)OC)c(=O)c2cc(S(=O)(=O)N(CC)CC)ccc21
    -1.1 | 4.2
CCN(CC)c1ccc(S(=O)(=O)N2CCOCC2)cc1NC(=O)COC(=O)COc1ccccc1C
    4.2 | -4.5
CCOc1ccc(N2CC(C(=O)NCc3cccc(C)c3)CC2=O)cc1 (stereo not drawn)
    -1.4 | 11.3
Cc1ccc(C(=O)CNc2ccc(C)cc2C)cc1
    -0.5 | 1.0
Cc1ccc(C)c(OCCC(=O)OCC(=O)Nc2ccc(N3CCOCC3)cc2)c1
    -0.5 | 3.9
COc1cc(C(=O)Nc2nc3ccc(S(C)(=O)=O)cc3s2)cc(OC)c1C
    1.4 | 40.0
Cc1cc2c(OCC(O)CNC(C)(C)C)cccc2[nH]1 (stereo not drawn)
    6.1 | 29.1
CCCCNS(=O)(=O)c1cc(-c2nn(C)c(=O)c3ccccc23)ccc1C
    -3.9 | 9.3
O=C(Nc1cccc(S(=O)(=O)NC2=NCCC2)c1)C1CC(=O)N(c2ccc3c(c2)OCCO3)C1 (stereo not drawn)
    -0.5 | 6.4
Cc1cc(OCC(=O)OCC(=O)NCc2cccs2)ccc1Cl
    . | 7.6
COc1ccc(CCNC(=O)c2ccc(S(=O)(=O)N3CCCCC3)cc2)cc1
    . | 9.0
COC(=O)C1=C(C)N(Cc2cccnc2)C(=O)/C1=C\c1sccc1C
    -1.7 | 18.1
Oc1cc(O)cc(/C=C/c2ccc(O)c(O)c2)c1
    49.9* | 13.0

# By substructure: those above with a tert-butyl group (2)
# The line under a structure holds: STK33 kinase inh | OX1R antag
CC[C@]12c3[nH]c4cc(CCC(=O)N(C)C)ccc4c3CCN1C(=O)[C@@H](CC(=O)NC(C)(C)C)C[C@@H]2C(=O)N1CCN(C(=O)c2ccco2)CC1
    . | 2.4
Cc1cc2c(OCC(O)CNC(C)(C)C)cccc2[nH]1 (stereo not drawn)
    6.1 | 29.1

# Compound activity deposited in PubChem by several laboratories.
